Screening data: PubChem, several laboratories
Arrestin-AP2 inh: blocks beta-arrestin peptide binding to AP2 adaptin | FITC-arrestin peptide / GST-AP2 beads, flow cytometry; AP2 beta2 appendage carries R879A mutation | 0.31% of 340,000 active | AID 504490 | inhibition, % at 10 µM;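 active = inhibition above a set limit, near 3 SD of compounds lacking own fluorescence, cut at about 54% in these data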;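 note: plate controls were DMSO wells for no effect and 5 µM unlabelled arrestin peptide for full effect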
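System: GST-AP2 R879A glutathione beads | Also added: FITC-arrestin peptide, 50 nM | Times: 12 min plus 1 h, RT | Signal: Bead flow cytometry, FITC channel | Buffer or medium: PBS with 0.05% Tween 20 and 0.1% BSA | Read-out basis: Percent drop in bead-associated FITC signal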
PKA-R1A act: activates the PKA-R1A holoenzyme complex | PKA-R1A dissociation, Cy5-IP20 fluorescence polarization; scaled: DMSO 0%, 113 µM cGMP 100% | activation, % at 11.4 µM | 0.083% of 340,000 active;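 active = percent activation above the mean of all tested compounds plus 3 SD, cut at about 19% in these data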;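 note: higher means more PKAc released from R1A so a rise in polarization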
phage Ecoli inh: E. coli growth loss with phage present; growth absorbance; inhibition, % at 11.9 µM; 0.26% of 360,000 active; AID 651602; in the data active = inhibition above about 11%
Mot1-301 SUMO: blocks SUMOylation pathway, rescuing yeast Mot1-301 growth. S. cerevisiae Mot1-301 growth rescue, ATP luminescence, 38.5C; percent above DMSO median, 100 means doubled. growth rescue, % at 18.8 µM. 1% of 320,000 active. AID 2716;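 active = every valid replicate shows activation above 250% relative to neutral control wells; inactive = the rest, any valid replicate at or below 250%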;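 note: OY570 slx delta 5 strain wells were the positive control but not used for scaling; some compounds called inactive have numbers as strong as hits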
E coli growth: bacterial growth inhibition, counter-screen for AddAB inhibitors; E. coli V3065 growth, OD600 absorbance, 18 h; inhibition, % at 11.9 µM; 0.27% of 330,000 active;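 active = inhibition above the campaign's mean inhibition across all tested compounds plus 3 SD, cut at about 9.9% in these data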;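 note: uninfected addAB+ strain grown without phage in ampicillin broth; 0% = DMSO wells and 100% = ciprofloxacin 0.95 µg/ml wells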
AddAB inh: less growth of phage-infected E. coli with AddAB; E. coli expressing H. pylori AddAB, absorbance growth; inhibition, % at 11.9 µM; 0.29% of 330,000 active; AID 435030; in the data active = inhibition above about 12%;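 note: 0% = vehicle wells of infected cells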
OPRM1-OPRD1 ag: agonists of human mu-delta opioid receptor heterodimerization. P35372+P41143. cells, OPRM1-OPRD1 heterodimerization, luminescence. activation, % at 9.3 µM. 0.3% of 340,000 active. AID 504326; in the data active = activation above about 18%;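 note: 0% = vehicle-treated cells and 100% = reference agonist; values of inactives mirror those of a sister screen read the other way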
Target sequence (P35372 whole entry, looked up): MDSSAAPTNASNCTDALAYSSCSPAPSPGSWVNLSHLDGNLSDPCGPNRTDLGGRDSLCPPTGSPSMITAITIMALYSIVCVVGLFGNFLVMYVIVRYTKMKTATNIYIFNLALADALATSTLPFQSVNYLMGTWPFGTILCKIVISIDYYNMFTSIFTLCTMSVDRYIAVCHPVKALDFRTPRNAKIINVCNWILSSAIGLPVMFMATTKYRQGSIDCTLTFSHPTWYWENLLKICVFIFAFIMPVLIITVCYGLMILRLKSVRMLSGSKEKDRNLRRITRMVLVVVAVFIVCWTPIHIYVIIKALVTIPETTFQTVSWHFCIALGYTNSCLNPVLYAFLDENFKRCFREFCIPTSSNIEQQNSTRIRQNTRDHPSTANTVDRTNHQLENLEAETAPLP
Target sequence (P41143 whole entry, looked up): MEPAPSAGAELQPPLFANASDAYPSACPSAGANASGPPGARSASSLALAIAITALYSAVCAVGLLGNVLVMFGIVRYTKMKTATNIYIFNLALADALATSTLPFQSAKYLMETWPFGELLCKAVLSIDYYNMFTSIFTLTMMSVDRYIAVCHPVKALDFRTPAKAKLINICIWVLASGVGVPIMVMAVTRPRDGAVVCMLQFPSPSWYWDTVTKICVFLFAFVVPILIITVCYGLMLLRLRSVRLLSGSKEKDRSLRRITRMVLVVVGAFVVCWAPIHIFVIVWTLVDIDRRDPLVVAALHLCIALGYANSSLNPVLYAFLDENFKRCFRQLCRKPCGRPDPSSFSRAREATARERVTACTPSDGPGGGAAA
Tat export inh: blocks Tat-dependent protein export in E. coli | E. coli MC4100 TorA-mCherry Tat export, fluorescence | inhibition, % at 10 µM | 0.036% of 340,000 active | AID 488895;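 active = mean replicate inhibition at least 50% and at least half of replicates individually reaching 50%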;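 note: exported cargo escapes ClpAP degradation while cytoplasmic cargo is degraded and loses fluorescence; 0% = median of neutral control wells and 100% = median of NaSCN control wells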
OPRM1-OPRD1 inv: mu-delta opioid heterodimer inverse agonism. P35372+P41143. cell-based MOR-DOR heterodimer luminescence. inhibition, % at 9.3 µM. 0.21% of 340,000 active. AID 504357; in the data active = inhibition above about 22%, passing the limit was not always enough;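 note: 0% = cells with DMSO and 100% = wells without cells with DMSO; values of inactives mirror those of a sister screen read the other way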
Pemphigus Ab inh: blocks pemphigus antibody binding to human desmoglein-3; DSG3-coupled beads, scFv-anti-DSG3-GFP binding, flow cytometry; stronger effect = lower value; 0.48% of 310,000 active; binding (percent of control), % at 10 µM; P32926; AID 588358;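 active = binding more than 3 SD below its plate's average and above zero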;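 note: hits lower antibody fragment binding to DSG3; some compounds called inactive have numbers as strong as hits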
PfHsp90 set2: growth inhibition of yeast expressing Plasmodium Hsp90. S. cerevisiae expressing PfHsp90, BacTiter-Glo ATP, 48 h; yeast lacking PDR1 and PDR3 efflux regulators. inhibition, % at 9.4 µM. 0.32% of 310,000 active;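 active = every replicate shows inhibition above about 80%, whatever the replicate mean, limit read from the data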;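 note: 0% = DMSO neutral controls and 100% = 20 µM radicicol positive controls; yeast relying on Plasmodium falciparum Hsp90 in place of its own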
The depositor's hits bear a star; . = not tested or not shown.

SMILES | Arrestin-AP2 inh | PKA-R1A act | phage Ecoli inh | Mot1-301 SUMO | E coli growth | AddAB inh | OPRM1-OPRD1 ag | Tat export inh | OPRM1-OPRD1 inv | Pemphigus Ab inh | PfHsp90 set2
CCN(CC)C(=O)COc1coc(CN2CCN(c3ccccc3F)CC2)cc1=O | -5 | 9 | 4.0 | 2 | 0.7 | 0.6 | -2.3 | -6 | 13 | 100 | 20
CC(=O)c1nn(-c2ccc(C(F)(F)F)cc2)c(=O)[nH]c1=O | -3 | 2 | 2.2 | 587 | 2.0 | 0.7 | -3.4 | -4 | 15 | 101 | 15
CCOc1ncccc1C(=O)NNC(=O)c1cccc(S(=O)(=O)Nc2ccc(OC)cc2)c1 | 2 | 8 | 0.8 | 14 | -1.8 | -2.6 | 1.6 | -2 | -9 | 110 | -23
Cc1ccc(NC(=O)CO/N=C/c2ccccc2C)c(C)c1 | 10 | 2 | 2.9 | -1 | -1.3 | 4.8 | 2.1 | 0 | -11 | 132 | .
CC(=O)NC(Cc1c[nH]c2ccccc12)C(=O)N1CCc2ccccc2C1 (centres undefined) | 17 | -6 | 1.4 | 1 | -0.1 | -0.4 | -2.5 | 2 | 15 | 97 | -16
Fc1ccc(Nc2ccc(-c3ccc(F)cc3)nn2)cc1 | 3 | 2 | 4.3 | 6 | 1.2 | 5.0 | 0.7 | 2 | -4 | 101 | -9
Cn1c(=O)[nH]c(=O)c2c1nc(N1CCNCC1)n2Cc1ccccc1 | 7 | 1 | 0.8 | -8 | 1.6 | -2.2 | -2.7 | 3 | 13 | 120 | 1
O=c1[nH]c(C2CCN(S(=O)(=O)c3ccccc3)CC2)nc2c1nnn2Cc1ccccc1 | -5 | -9 | -0.3 | -5 | -1.2 | -0.4 | -0.4 | 4 | 2 | 116 | .
CCn1ccc(C(=O)Oc2ccc(Cl)cc2)n1 | 25 | 0 | 2.5 | 2 | 0.7 | 0.3 | 0.1 | 0 | 0 | 88 | 13
CCN(C(=O)CSc1nc(N)cc(=O)[nH]1)c1c(N)n(Cc2ccccc2)c(=O)[nH]c1=O | -2 | -14 | 3.2 | -5 | 1.8 | -1.0 | -0.6 | 3 | 4 | 99 | -6
CN(Cc1ccccc1)C(=O)c1nc[nH]c1C(=O)N1CCc2ccccc2C1 | 24 | 0 | 1.4 | 16 | -0.5 | -0.3 | -1.8 | -6 | 10 | 100 | 21
CCOc1ccc(NC(=O)CN2CCN(CC(=O)Nc3ccc(OC)cc3OC)CC2)cc1 | -10 | 1 | -2.8 | -12 | -0.5 | 3.8 | -4.9 | 3 | 22 | 100 | 4
Cc1occc1-c1n[nH]c(=S)n1-c1ccccc1 | -27 | 2 | 3.4 | 1 | 1.7 | 1.4 | -1.6 | 2 | 8 | 103 | -10
CC(C(=O)Nc1ccc(C#N)cc1)N1CCN(C(=O)C2CC2)CC1 (centres undefined) | -6 | -5 | 1.4 | -2 | 0.5 | 1.4 | -5.0 | 4 | 19 | 107 | 2
CCN(CC(O)COc1ccc(OCC(O)CN(CC)C2CCCCC2)cc1)C1CCCCC1 (centres undefined) | -1 | 7 | 0.2 | 209 | -0.3 | 1.6 | -1.0 | 3 | 6 | 108 | 2
O=C(COC(=O)c1ccccc1NS(=O)(=O)c1ccc(Cl)cc1)NCc1ccccc1 | 18 | -3 | 0.5 | -10 | 2.6 | 3.0 | -2.0 | -10 | 10 | . | 15
Cc1ccc2c(C)c(C(=O)N3CCCC(C(N)=O)C3)oc2c1C (centres undefined) | -8 | -2 | 2.5 | . | . | . | -2.7 | -4 | 14 | 108 | -11
CCN(C[C@H]1N[C@@](CC)(C(=O)OC)[C@H]2C(=O)N(Cc3ccccc3)C(=O)[C@@H]12)C(=O)COc1ccccc1 | -1 | -4 | -1.5 | . | -0.2 | 1.0 | -1.5 | 0 | 7 | 91 | 12
COc1ccc(C(=O)N(Cc2ccco2)Cc2cccs2)c(O)c1 | 23 | -7 | 3.9 | 40 | 0.0 | -1.1 | -2.4 | 3 | 14 | . | .
C1=CC2CC1CC2CN1CCN(c2ccccc2)CC1 (centres undefined) | -2 | -3 | . | 38 | 1.2 | 0.9 | -1.3 | -8 | 6 | 103 | .
CSc1ccccc1OCc1cc(C(=O)NC2CCOC(C)(C)C2)no1 (centres undefined) | -7 | 2 | 2.6 | 98 | 2.8 | 4.0 | -3.5 | -6 | 18 | 111 | -4
CCOC(=O)C1CCN(c2cc3c(cc2NC(=O)c2ccccc2Cl)n(C)c(=O)n3C)CC1 | -6 | -10 | -1.3 | 3 | -1.1 | -0.3 | -1.9 | 6 | 10 | 107 | -23
CCOc1ccc(-c2nc(CSCC(=O)NCC3CCCO3)c(C)o2)cc1 (centres undefined) | -5 | 6 | 0.6 | 4 | -2.1 | 1.4 | -0.5 | 7 | 3 | 103 | 8
C#CCOCCOCCOCCNc1nc(N2CCN(C(=O)[C@H](CCCCN)n3cc(CN)nn3)CC2)nc(N2CCN(C(=O)[C@H](CCC(=O)O)n3cc([C@@H](N)[C@H](C)CC)nn3)CC2)n1 | 39 | -7 | 2.9 | . | -2.7 | 4.2 | -3.8 | 0 | 18 | 105 | 4
COc1ccc(NC(=O)C2CCCO2)cc1OC (centres undefined) | -9 | 5 | 3.0 | -23 | -3.8 | -0.6 | -1.5 | -3 | 8 | 106 | 18
O=C(COc1ccccc1[N+](=O)[O-])NCCC1=CCCCC1 | -6 | -11 | 2.0 | -22 | 2.5 | 0.0 | -0.3 | 0 | 1 | 99 | -10
COc1ccc(NS(=O)(=O)c2ccc(-c3coc(C)n3)cc2)cc1OC | -12 | -6 | 2.2 | -4 | 0.3 | 3.2 | 1.6 | -4 | -8 | 106 | -14
COc1ccc(NC(=O)CN(C)C(=O)c2cn(-c3ccccc3)nc2-c2cccnc2)cc1 | 5 | -19 | -1.0 | -12 | 1.5 | 1.4 | -0.9 | 5 | 5 | 143 | 11
CCCCN(C(=O)c1ccccc1OCc1ccc(F)cc1)c1c(N)n(CCC)c(=O)[nH]c1=O | -8 | -1 | -0.2 | 11 | -0.6 | 4.2 | -2.5 | 0 | 13 | 110 | 15
O=C(c1cccc(C(=O)N2CCN(c3ccccc3)CC2)c1)N1CCN(c2ccccc2)CC1 | -7 | 2 | -0.6 | 3 | -1.2 | 0.8 | 2.6 | -6 | -14 | 103 | .
CNC(=S)Nc1cccc(S(=O)(=O)NC2=NCCC2)c1 | -12 | 11 | 5.3 | -3 | -0.7 | -1.4 | -1.7 | 4 | 9 | 105 | -2
CCOc1ccc(C(=O)NCC(=O)OCC(=O)N2CCCCC2)cc1 | -1 | 2 | 1.8 | -1 | -1.6 | -0.5 | -1.5 | -4 | 8 | 101 | -10
O=C(Nc1ccc(Cn2cccn2)cc1)c1ccc(COc2ccc(Br)cc2)cc1 | 3 | 9 | -3.9 | 0 | 1.8 | 0.0 | -1.4 | -2 | 8 | 98 | -1
COc1ccccc1-c1oc2ccccc2c1C#CCCCCO | 0 | 2 | 0.8 | -10 | -1.5 | -0.2 | -1.0 | 11 | 6 | 105 | -37
NC(=O)c1ccc(NC(=O)COC(=O)CC23CC4CC(CC(Br)(C4)C2)C3)cc1 | 16 | 5 | -1.2 | -12 | -3.2 | -0.8 | -1.6 | -3 | 8 | 126 | -9
C/C=C/Cn1c(SCc2ccc(Cl)cc2)nc2c1c(=O)[nH]c(=O)n2C | 23 | 0 | 0.7 | 5 | -0.4 | 2.1 | 4.9 | 1 | -22 | 99 | .
Cc1cc(OC(C)C(=O)NCCN2CCOCC2)c2c(C)c(C)c(=O)oc2c1 (centres undefined) | 28 | -3 | 1.6 | 11 | -1.3 | 1.6 | -3.0 | -7 | 16 | 86 | -13
COc1cccc(C2/C(=C(\O)c3ccc4c(c3)OCO4)C(=O)C(=O)N2CCN(C)C)c1OC (centres undefined) | -10 | 5 | 0.7 | -2 | -1.0 | -2.7 | -2.8 | 1 | 15 | 99 | 8
COc1ccc(-n2nc(C(=O)NCC(=O)NC(C)C)c3ccccc3c2=O)cc1 | 5 | -2 | 1.0 | -4 | 0.1 | 1.0 | -0.4 | -11 | 2 | 97 | -8
CC1CC1C(=O)OCC(=O)N(C)CC(=O)Nc1ccc(F)cc1 (centres undefined) | 20 | -9 | 3.5 | 1 | 0.3 | 0.8 | 0.1 | 6 | 0 | . | 0
NS(=O)(=O)c1ccc(CCNC(=S)Nc2ccc(F)cc2)cc1 | -18 | -2 | 0.8 | -5 | -0.7 | 1.7 | -3.7 | -2 | 17 | 101 | 11
CC(NC(=O)COC(=O)c1ccccc1O)C1CC2CCC1C2 (centres undefined) | -8 | -4 | 2.0 | -22 | -0.6 | 3.0 | -0.2 | 8 | 1 | . | -9
COC(=O)c1cc(C(=O)OC)cc(-n2c(C)cc(C=O)c2C)c1 | 8 | -2 | 2.9 | -7 | 2.0 | -0.1 | -1.7 | 3 | 9 | 105 | 13
O=C(NC1CC1)c1cccc(Oc2ccccc2)c1 | -4 | 3 | 3.9 | -7 | 0.7 | 1.8 | -0.8 | -4 | 4 | 97 | 17
Cc1c(NC(=O)c2ccc(N(C)S(=O)(=O)c3ccccc3)cc2)c(=O)n(-c2ccccc2)n1C | 54* | -1 | 3.4 | 2 | -2.6 | 1.9 | -1.3 | -3 | 7 | 96 | 1
CC1(C)Cc2nc3sc(C(=O)NCCO)c(N)c3cc2CO1 | -14 | -2 | 1.1 | -6 | -1.5 | -1.1 | -2.3 | -9 | 14 | . | 14
Cc1ccc(NC(=O)CC2SC3=NCCCN3C2=O)c(C)c1 (centres undefined) | -3 | -2 | 4.1 | 143 | -1.1 | 0.7 | -3.5 | 2 | 14 | 143 | -47
CC(=O)Nc1nc2ccccc2n1Cc1ccccc1 | -5 | -6 | -4.0 | -28 | -5.4 | -1.9 | -1.2 | -10 | 7 | 101 | 8
Cc1c(CNCCc2ccccc2)c(C(=O)O)c(C)n1-c1ccccc1 | 3 | -6 | 2.3 | -12 | -0.2 | 0.7 | -1.7 | -5 | 8 | 102 | -12
O=C(CN1C(=O)NC2(CCCCC2)C1=O)Nc1cccc2ncccc12 | -2 | 2 | 3.4 | 4 | -2.1 | 0.8 | -1.1 | 0 | 5 | 103 | 14

Compound profiles, from the list above. Order of values: Arrestin-AP2 inh, PKA-R1A act, phage Ecoli inh, Mot1-301 SUMO, E coli growth, AddAB inh, OPRM1-OPRD1 ag, Tat export inh, OPRM1-OPRD1 inv, Pemphigus Ab inh, PfHsp90 set2
Shown for Cc1c(CNCCc2ccccc2)c(C(=O)O)c(C)n1-c1ccccc1 : 3, -6, 2.3, -12, -0.2, 0.7, -1.7, -5, 8, 102, -12
Shown for CC(=O)Nc1nc2ccccc2n1Cc1ccccc1 : -5, -6, -4.0, -28, -5.4, -1.9, -1.2, -10, 7, 101, 8
